CXCR6 inh – inhibitors of human CXCR6 receptor | 360,000 tested, 0.36% active | inhibition, % at 20 µM | CHO-K1 PathHunter CXCR6 beta-arrestin, luminescence; in the data active = inhibition above about 34%, passing the limit was not always enough;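 also: antagonist mode with CXCL16 agonist at 10 nM final; 0% = 10 nM CXCL16 with DMSO and 100% = unstimulated wells without agonist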
Target sequence (O00574 whole entry, looked up): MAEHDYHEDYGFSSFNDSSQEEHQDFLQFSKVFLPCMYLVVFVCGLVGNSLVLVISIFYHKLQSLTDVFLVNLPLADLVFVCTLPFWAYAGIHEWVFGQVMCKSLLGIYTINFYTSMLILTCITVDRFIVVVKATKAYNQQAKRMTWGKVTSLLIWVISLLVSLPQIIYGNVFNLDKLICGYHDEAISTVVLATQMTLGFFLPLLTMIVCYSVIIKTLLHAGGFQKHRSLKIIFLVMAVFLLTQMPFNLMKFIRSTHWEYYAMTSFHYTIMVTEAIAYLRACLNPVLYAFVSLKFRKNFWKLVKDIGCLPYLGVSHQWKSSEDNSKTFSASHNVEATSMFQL
CCR6 antagonist – blocks CCL20-driven beta-arrestin recruitment at human CCR6 | P51684 | AID 493098 | inhibition, % at 20 µM | 340,000 tested, 0.49% active | CHO-K1 CCR6 PathHunter beta-arrestin, luminescence, CCL20-stimulated;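 active = compounds whose inhibition of the agonist-driven luminescence signal at 20 µM reaches about 50%, limit read from the data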;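 also: cells stimulated with CCL20 at 14 nM final; plate controls were DMSO with CCL20 for no effect and DMSO without agonist for full effect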
EBI2 antag – blocks human EBI2 receptor beta-arrestin signaling | P32249 | EBI2 beta-arrestin recruitment, luminescence, 7a,25-OHC stimulated | inhibition, % at 5 µM | 360,000 tested, 0.81% active; in the data active = inhibition above about 38%;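 also: enzyme fragment complementation signal reports receptor beta-arrestin coupling in cells; 0% = agonist plus DMSO wells and 100% = wells without agonist; some results beyond the cut were filed as inactive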
Target sequence (P32249 whole entry, looked up, the tested form may be a part): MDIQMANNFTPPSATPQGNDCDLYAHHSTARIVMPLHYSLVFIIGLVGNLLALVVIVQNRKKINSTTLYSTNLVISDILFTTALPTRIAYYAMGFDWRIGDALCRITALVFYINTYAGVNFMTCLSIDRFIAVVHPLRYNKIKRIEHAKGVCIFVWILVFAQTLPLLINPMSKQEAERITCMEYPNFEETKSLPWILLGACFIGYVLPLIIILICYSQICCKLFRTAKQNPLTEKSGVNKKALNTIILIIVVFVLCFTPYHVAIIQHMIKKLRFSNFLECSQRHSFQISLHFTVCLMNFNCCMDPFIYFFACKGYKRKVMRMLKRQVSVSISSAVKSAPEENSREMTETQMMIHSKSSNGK
Gli-Sufu antag – antagonists of Gli-Sufu signaling; Sufu-KO-LIGHT fibroblasts, Gli luciferase reporter luminescence; 340,000 tested, 0.74% active; inhibition, % at 5 µM;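 active = inhibition above about 55%, limit read from the data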;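 also: 0% = DMSO-treated cells and 100% = wells with medium but no cells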
697 NFkB inh – lowers PMA/ionomycin-induced NF-kB signal in 697 B cells; 697 B-cell NF-kB luciferase reporter, 16 h; inhibition, % at 4 µM; 330,000 tested, 0.33% active; AID 435022; in the data active = inhibition above about 35%
Jurkat NFkB inh – inhibitors of the PMA/ionomycin-induced NF-kB reporter in Jurkat cells; PMA/ionomycin-induced NF-kB luciferase reporter, luminescence; 330,000 tested, 0.53% active; inhibition, % at 4 µM; AID 435003; in the data active = inhibition above about 50%
APJ antagonist – blocks the human apelin receptor APJ; P35414; CHO-K1 APJ beta-arrestin complementation, luminescence; inhibition, % at 20 µM; 330,000 tested, 0.32% active; AID 2521;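 active = inhibition above about 40% at 20 µM, limit read from the data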;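 also: cells challenged with 10 nM apelin-13 agonist together with compound; plate controls were apelin-13 plus DMSO wells for no effect and DMSO wells lacking apelin-13 for full effect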
UBC13 polyUb – human UBC13 polyubiquitination inhibition | P61088 | UBC13 polyubiquitin chain formation, TR-FRET | inhibition, % at 20 µM | 330,000 tested, 0.47% active | AID 485273; in the data active = inhibition above about 45%, passing the limit was not always enough
Target sequence (P61088 whole entry, looked up): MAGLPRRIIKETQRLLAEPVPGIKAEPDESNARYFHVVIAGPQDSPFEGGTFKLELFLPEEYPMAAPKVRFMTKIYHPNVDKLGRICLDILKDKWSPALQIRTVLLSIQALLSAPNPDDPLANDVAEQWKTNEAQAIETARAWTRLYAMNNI
* marks the source's active call; other numbers are inactive results; · = not tested or not shown. No enrichment for hits; overall some 3% were active at least once.

SMILES	CXCR6 inh	CCR6 antagonist	EBI2 antag	Gli-Sufu antag	697 NFkB inh	Jurkat NFkB inh	APJ antagonist	UBC13 polyUb
O=C(CSc1ccc(-c2nc3ccccc3[nH]2)cn1)Nc1ccc2c(c1)OCCO2	-4	5	11	0	-29	-57	-25	0
Oc1c(C(c2ccc(Cl)cc2)N2CCCC2)cc(Cl)c2cccnc12 (stereo unspecified)	20	33	9	21	-23	0	4	16
CN1C(=O)N(C)C2C1N(C)S(=O)(=O)N2C (stereo unspecified)	-6	-20	1	11	11	7	9	9
C=CCSc1nc(O)c(CC)c(=O)n1C(C)CC (stereo unspecified)	-1	-17	-2	1	18	-6	2	-2
O=C(Cc1c(Cl)cccc1Cl)Nc1ccncc1Cl	-6	-7	1	8	-32	8	-5	-5
COc1cccc(NC(=O)CN(C)C(=O)Cc2cccc3ccccc23)c1	7	-1	-11	5	10	7	-19	10
O=C(c1ccc(Cl)c(S(=O)(=O)Nc2ccc(F)cc2)c1)N1CCN(c2ccccn2)CC1	-3	-3	-6	8	-1	-3	22	-1
CCCCCCCC(=O)OCC(=O)[C@@]1(O)CC[C@H]2[C@@H]3CCC4=CC(=O)CC[C@]4(C)[C@H]3[C@@H](O)C[C@@]21C	-3	2	-1	4	-8	20	-6	-1
Cc1cccc(C)c1NC(=O)Cn1nc(C)n2cccc2c1=O	8	2	-2	5	-39	-5	13	-7
N=c1c(C(=O)NC2CCCC2)cc2c(=O)n3ccccc3nc2n1C1CCCC1	4	5	4	18	22	-15	15	6
CCOC(=O)c1c(NC(=O)CC)sc2c1CCN(Cc1ccccc1)C2	-2	5	4	10	-10	8	14	8
CC(=O)Nc1ccc(S(=O)(=O)N2CCC(C(=O)N[C@@H](Cc3ccccc3)C(=O)O)CC2)cc1	-7	11	-2	0	4	13	3	-2
COc1ccc(CN2CCN(S(=O)(=O)c3ccc(F)cc3)CC2)cc1OC	12	-3	-6	-7	-10	-7	-11	-6
CC(=O)NC1CCC(OC(=O)Nc2ccccc2)CC1 (stereo unspecified)	0	-3	-4	-11	·	·	·	·
COc1ccc(C(=O)c2ccccc2CN2C(=O)c3ccccc3C2=O)cc1	7	8	10	-6	·	·	·	·
CCn1cc(Cl)c(C(=O)NNC(=O)CCn2cc([N+](=O)[O-])cn2)n1	4	-8	5	-2	8	-1	12	6
Cc1nc(SCC(=O)Nc2ccc3c(c2)OCO3)c(C#N)c2c1CCCC2	4	-4	-11	-19	-24	-36	16	3
Cc1ccc(Nc2cnn(C34CC5CC(CC(CC(=O)O)(C5)C3)C4)c(=O)c2Cl)cc1	0	-2	-14	8	11	-2	-2	-7
Oc1cnn(-c2ccccc2)c1	3	-9	-3	4	4	2	-1	6
Cc1cc(C(=O)O)oc(=O)c1	6	9	-12	8	-10	6	-1	-2
CCN(C[C@H]1N[C@@](CC)(C(=O)OC)[C@H]2C(=O)N(C)C(=O)[C@@H]12)C(=O)COc1ccccc1	-6	-10	-5	3	0	9	7	5
CC(=O)N1CCN(Cc2nc3cc(NC(=O)Cn4nc(C)c5ccccc5c4=O)ccc3n2C)CC1	-4	1	3	-5	12	8	0	-6
COCCCNCCOCCOc1ccc(Cl)cc1Br	0	3	1	-4	-51	7	-29	-1
O=C1C=C(c2cccc3c2sc2ccccc23)C[C@@H](c2ccc(Cl)cc2)C1	12	11	45*	14	4	-21	-4	-6
COc1cc(/C=N/NC(=O)COc2ccc(-n3cnnn3)cc2)ccc1OCC(N)=O	10	-4	2	-1	2	0	3	-8
COC(=O)COc1ccccc1/C=C1/NC(=O)NC1=O	-6	-4	-4	-3	7	9	2	2
CC1Cc2ccccc2N1S(=O)(=O)c1cnc(Cl)c(Cl)c1 (stereo unspecified)	3	-13	6	3	45*	-1	-1	-12
Cc1cc(C)c2c(=O)n(CC(=O)NC3CCCC3)sc2n1	99*	15	16	-2	9	12	-27	-1
CCN(CC)S(=O)(=O)c1cc(C(=O)N(C)CC(=O)Nc2ccc(Cl)cc2)ccc1Cl	-4	10	-1	-2	6	-8	-9	8
O=C1c2ccc([N+](=O)[O-])cc2C(=O)N1Cc1cccnc1	4	3	-8	-1	12	-4	-14	-9
CCNc1ccc(C(=O)OCC(=O)NCc2ccc(C)cc2)cc1[N+](=O)[O-]	6	7	-1	-9	-12	-17	-4	-12
COc1ccc(-c2noc(CSc3nc4ccccc4c(=O)n3-c3ccccc3)n2)cc1OC	-7	25	12	-5	-5	-26	-12	-7
CSc1ccccc1C(=O)N1CCCCC1	-7	-4	-2	-5	0	-16	3	2
S=C(Nc1cccnc1)N1CCN(c2ccccc2Cl)CC1	-8	8	-4	-9	7	7	7	5
Cc1ccc(C)c(S(=O)(=O)N2CCN(C(=O)c3n[nH]c(=O)c4ccccc34)CC2)c1	-9	-2	4	1	-13	3	2	-6
Cc1ccc(-c2nn3c(C)nnc3s2)cc1NC(=O)c1cccs1	-4	0	5	7	17	-6	12	1
CC(OC(=O)Cc1coc2cc3c(cc12)CCC3)C(=O)NC(N)=O (stereo unspecified)	11	4	0	3	16	4	-6	-2
CCCn1nnnc1NCc1cccc(OC)c1	-9	15	0	18	-16	-12	-8	-2
CCC12CC3CC(C1)CC(C(=O)Nc1nn[nH]n1)(C3)C2	5	3	-7	-3	7	14	-11	1
CCOC(=O)C(=O)C1=C(N2CCOCC2)/C(=C\c2ccc(F)cc2)CC1	10	12	-18	3	-12	0	18	-21

Rewritten field by field: entries from further up
Cc1ccc(C)c(S(=O)(=O)N2CCN(C(=O)c3n[nH]c(=O)c4ccccc34)CC2)c1
  CXCR6 inh: -9	CCR6 antagonist: -2	EBI2 antag: 4	Gli-Sufu antag: 1	697 NFkB inh: -13	Jurkat NFkB inh: 3	APJ antagonist: 2	UBC13 polyUb: -6

Oc1cnn(-c2ccccc2)c1
  CXCR6 inh: 3	CCR6 antagonist: -9	EBI2 antag: -3	Gli-Sufu antag: 4	697 NFkB inh: 4	Jurkat NFkB inh: 2	APJ antagonist: -1	UBC13 polyUb: 6

O=C(CSc1ccc(-c2nc3ccccc3[nH]2)cn1)Nc1ccc2c(c1)OCCO2
  CXCR6 inh: -4	CCR6 antagonist: 5	EBI2 antag: 11	Gli-Sufu antag: 0	697 NFkB inh: -29	Jurkat NFkB inh: -57	APJ antagonist: -25	UBC13 polyUb: 0

O=C(Cc1c(Cl)cccc1Cl)Nc1ccncc1Cl
  CXCR6 inh: -6	CCR6 antagonist: -7	EBI2 antag: 1	Gli-Sufu antag: 8	697 NFkB inh: -32	Jurkat NFkB inh: 8	APJ antagonist: -5	UBC13 polyUb: -5

Next section.
SMILES	CXCR6 inh	CCR6 antagonist	EBI2 antag	Gli-Sufu antag	697 NFkB inh	Jurkat NFkB inh	APJ antagonist	UBC13 polyUb
COc1ccc(-c2c(-c3cc(OC)cc(OC)c3)n(C)c3ccc(-c4ccc(OC)c(F)c4)cc23)cc1	1	13	-12	12	16	-13	7	28
Cc1cc(N)n(-c2ccc(S(=O)(=O)N3CCOCC3)cc2[N+](=O)[O-])n1	1	13	-13	5	9	-2	-8	-12
CN(CC(=O)NCC(=O)Nc1ccc(F)cc1)C1CCS(=O)(=O)C1 (stereo unspecified)	7	-4	0	8	0	3	8	5
O=C(Nc1ccccn1)c1ccc(C(=O)c2ccccc2)cc1	-4	8	-1	-9	6	-120	16	10
Cc1ccc(C(C)C)c(OCCn2ccnc2C)c1	-9	1	-10	18	-18	6	7	6
CCn1c2ccccc2c2cc(/C=N/NC(=O)c3cc(O)cc(O)c3)ccc21	-9	8	-1	4	15	9	16	-12
O=C(Nc1ccccc1Cl)C1CCN(Cc2cnn(-c3ccccc3)c2-n2cccc2)CC1	6	28	4	3	12	-12	14	15
Clc1ccc(Nc2ncn[nH]2)c(Cl)c1	-7	0	-11	-8	-20	-32	18	3
CC(C)Nc1nc(NC(C)C)nc(C(=O)OCCO)n1	1	12	-7	-12	21	4	14	-6
COc1ccc(N/C(=C(/C(Cl)=C(Cl)Cl)[N+](=O)[O-])n2nnc3ccccc32)cc1OC	·	·	·	·	20	-7	-8	-1
COC(=O)CSc1nnc(NC(=O)/C=C\c2ccc3c(c2)OCO3)s1	3	5	-16	0	14	-10	3	7
CN(C)/C=C1\Cc2ccccc2C1=O	-3	-3	3	5	-1	21	14	-6
Cc1ccnc(N2C(=O)c3ccccc3C2=O)c1	4	16	2	20	-3	3	8	6
Cc1ccc(Nc2ccc(S(=O)(=O)N3CCOCC3)cc2[N+](=O)[O-])cc1C	7	18	10	28	-17	19	12	-23
CC(=O)N(CCc1ccccc1C)Cc1cc2cc3c(cc2[nH]c1=O)OCO3	0	5	-12	-2	11	0	16	10
O=C1C2C3C=CC(C3)C2C(=O)N1CCCCCCN1C(=O)C2C3C=CC(C3)C2C1=O (stereo unspecified)	-7	7	-3	-2	15	-2	-20	2
COc1ccc(N2CCN(C(=O)CSc3nnc(-c4cccnc4)n3-c3ccccc3)CC2)cc1	-3	4	2	-5	-1	4	-4	1
CCc1nnc(NC(=O)NCN2C(=O)C3C4C=CC(C4)C3C2=O)s1 (stereo unspecified)	6	-11	-3	26	6	1	11	0
O=Cc1cn(CC(O)Cn2cc(C=O)c3ccccc32)c2ccccc12	4	3	-7	-11	17	-7	2	5
O=C(OCC(=O)N1CCN(C(=O)c2ccco2)CC1)c1cccc(O)c1	2	15	-5	-12	7	5	1	10
CCOC(=O)c1c(NC(=O)CSc2ncccn2)sc(C(=O)NC)c1C	-9	8	10	27	0	20	-6	1
O=C(C1CCCN(S(=O)(=O)c2ccc(Br)s2)C1)N1CCCCCC1 (stereo unspecified)	5	5	12	7	-7	6	8	-1
Cc1ccc(-c2noc(CSc3nnc(Cc4cccs4)n3-c3ccccc3)n2)cc1	18	34	10	-2	-11	-2	-49	4
O=C(NCc1ccncc1)c1ccc(NS(=O)(=O)c2ccc(F)cc2)cc1	-2	1	-15	-4	14	12	8	3
COC(=O)c1ccc(C(c2c(N)n(CC(C)C)c(=O)[nH]c2=O)N2CCN(c3ccccc3)CC2)cc1 (stereo unspecified)	7	3	-6	6	-3	-15	10	-10
O=C(NCCN1CCCC1)C1CC(=O)N(C2CCCCC2)C1 (stereo unspecified)	-8	7	-4	-5	19	6	-6	2
CCCCN(CCCC)C(=O)c1cn(CC)c2cc(N3CCN(C)CC3)c(F)cc2c1=O	6	3	-1	8	-9	3	12	2
O=C(c1ccc(Cl)cc1)C1CCN(CC(=O)N2CCCCC2)CC1	6	15	2	-2	-6	-5	-26	-3
O=C(CN1CCN(S(=O)(=O)c2ccccc2)CC1)NCc1ccccc1	-9	-6	3	1	-9	-5	9	-1
O=S(=O)(Nc1cccc(-c2ccc3nncn3n2)c1)c1cc(F)ccc1F	14	7	12	-3	8	1	4	-1
CC(C)N(CCNC(=O)c1ccc(CS(=O)(=O)c2c(Cl)cccc2Cl)o1)Cc1ccccc1	4	2	1	-19	-4	15	-3	-1
CN1CCN(c2nc3c(c(=O)[nH]c(=O)n3C)n2Cc2ccc(Cl)cc2)CC1	11	9	-13	28	5	-12	26	4
Cc1ccc(-c2nnc(NCc3nc4ccccc4[nH]3)c3ccccc23)cc1S(=O)(=O)N1CCOCC1	7	-1	10	18	2	5	-3	-12
COc1ccccc1NCCC(=O)O	5	2	-1	6	19	14	-2	9
Cc1nn(-c2ccccc2)c(C)c1NC(=O)COC(=O)c1cccc(OC(F)F)c1	-10	8	4	-7	-6	0	1	-8
O=C(COC(=O)c1cc(S(=O)(=O)N2CCCC2)ccc1O)NCCc1ccccc1	1	-10	-10	-8	11	-1	-67	-5
COc1ccc([N+](=O)[O-])cc1NC(=S)NC(NC(=O)Cc1ccc(OC)c(OC)c1)C(Cl)(Cl)Cl (stereo unspecified)	7	10	20	-2	13	5	18	0
Cc1cccc(C)c1NC(=O)C1CCCN1S(=O)(=O)c1ccccc1 (stereo unspecified)	-5	13	-12	14	10	18	16	4
O=C(CCl)Nc1sccc1C(=O)c1ccccc1	-4	-5	-1	5	20	21	-9	5
Cc1cccc(NC(=O)CSc2nnc(C3CC3)n2CC2CCCO2)c1 (stereo unspecified)	2	5	-7	-14	7	-7	-16	4
COc1ccc(CCN2CC(C(=O)OC(C)C(=O)Nc3ccc(NC(C)=O)cc3)CC2=O)cc1OC (stereo unspecified)	6	2	-8	5	·	·	·	·
O=C(CCc1ccccc1)NCc1ccc(F)cc1	2	-1	6	2	-2	9	5	2

Source: PubChem BioAssay (Sanford-Burnham Center for Chemical Genomics)
